# Screening results (PubChem)
# BioA inh: inhibitors of Mycobacterium tuberculosis BioA enzyme; purified M. tuberculosis BioA enzyme, plate reader; inhibition, % at 9.99 µM; 360,000 compounds, 0.096% hits; AID 602481; in the data active means inhibition above about 40%
# TcdB GH inh: TcdB glycohydrolase inhibition | P18177 | TcdB glycohydrolase enzymatic assay, plate reader | inhibition, % at 9.99 µM | 350,000 compounds, 0.24% hits | AID 652162; in the data active means inhibition above about 10%
# Target sequence (P18177 whole entry, looked up): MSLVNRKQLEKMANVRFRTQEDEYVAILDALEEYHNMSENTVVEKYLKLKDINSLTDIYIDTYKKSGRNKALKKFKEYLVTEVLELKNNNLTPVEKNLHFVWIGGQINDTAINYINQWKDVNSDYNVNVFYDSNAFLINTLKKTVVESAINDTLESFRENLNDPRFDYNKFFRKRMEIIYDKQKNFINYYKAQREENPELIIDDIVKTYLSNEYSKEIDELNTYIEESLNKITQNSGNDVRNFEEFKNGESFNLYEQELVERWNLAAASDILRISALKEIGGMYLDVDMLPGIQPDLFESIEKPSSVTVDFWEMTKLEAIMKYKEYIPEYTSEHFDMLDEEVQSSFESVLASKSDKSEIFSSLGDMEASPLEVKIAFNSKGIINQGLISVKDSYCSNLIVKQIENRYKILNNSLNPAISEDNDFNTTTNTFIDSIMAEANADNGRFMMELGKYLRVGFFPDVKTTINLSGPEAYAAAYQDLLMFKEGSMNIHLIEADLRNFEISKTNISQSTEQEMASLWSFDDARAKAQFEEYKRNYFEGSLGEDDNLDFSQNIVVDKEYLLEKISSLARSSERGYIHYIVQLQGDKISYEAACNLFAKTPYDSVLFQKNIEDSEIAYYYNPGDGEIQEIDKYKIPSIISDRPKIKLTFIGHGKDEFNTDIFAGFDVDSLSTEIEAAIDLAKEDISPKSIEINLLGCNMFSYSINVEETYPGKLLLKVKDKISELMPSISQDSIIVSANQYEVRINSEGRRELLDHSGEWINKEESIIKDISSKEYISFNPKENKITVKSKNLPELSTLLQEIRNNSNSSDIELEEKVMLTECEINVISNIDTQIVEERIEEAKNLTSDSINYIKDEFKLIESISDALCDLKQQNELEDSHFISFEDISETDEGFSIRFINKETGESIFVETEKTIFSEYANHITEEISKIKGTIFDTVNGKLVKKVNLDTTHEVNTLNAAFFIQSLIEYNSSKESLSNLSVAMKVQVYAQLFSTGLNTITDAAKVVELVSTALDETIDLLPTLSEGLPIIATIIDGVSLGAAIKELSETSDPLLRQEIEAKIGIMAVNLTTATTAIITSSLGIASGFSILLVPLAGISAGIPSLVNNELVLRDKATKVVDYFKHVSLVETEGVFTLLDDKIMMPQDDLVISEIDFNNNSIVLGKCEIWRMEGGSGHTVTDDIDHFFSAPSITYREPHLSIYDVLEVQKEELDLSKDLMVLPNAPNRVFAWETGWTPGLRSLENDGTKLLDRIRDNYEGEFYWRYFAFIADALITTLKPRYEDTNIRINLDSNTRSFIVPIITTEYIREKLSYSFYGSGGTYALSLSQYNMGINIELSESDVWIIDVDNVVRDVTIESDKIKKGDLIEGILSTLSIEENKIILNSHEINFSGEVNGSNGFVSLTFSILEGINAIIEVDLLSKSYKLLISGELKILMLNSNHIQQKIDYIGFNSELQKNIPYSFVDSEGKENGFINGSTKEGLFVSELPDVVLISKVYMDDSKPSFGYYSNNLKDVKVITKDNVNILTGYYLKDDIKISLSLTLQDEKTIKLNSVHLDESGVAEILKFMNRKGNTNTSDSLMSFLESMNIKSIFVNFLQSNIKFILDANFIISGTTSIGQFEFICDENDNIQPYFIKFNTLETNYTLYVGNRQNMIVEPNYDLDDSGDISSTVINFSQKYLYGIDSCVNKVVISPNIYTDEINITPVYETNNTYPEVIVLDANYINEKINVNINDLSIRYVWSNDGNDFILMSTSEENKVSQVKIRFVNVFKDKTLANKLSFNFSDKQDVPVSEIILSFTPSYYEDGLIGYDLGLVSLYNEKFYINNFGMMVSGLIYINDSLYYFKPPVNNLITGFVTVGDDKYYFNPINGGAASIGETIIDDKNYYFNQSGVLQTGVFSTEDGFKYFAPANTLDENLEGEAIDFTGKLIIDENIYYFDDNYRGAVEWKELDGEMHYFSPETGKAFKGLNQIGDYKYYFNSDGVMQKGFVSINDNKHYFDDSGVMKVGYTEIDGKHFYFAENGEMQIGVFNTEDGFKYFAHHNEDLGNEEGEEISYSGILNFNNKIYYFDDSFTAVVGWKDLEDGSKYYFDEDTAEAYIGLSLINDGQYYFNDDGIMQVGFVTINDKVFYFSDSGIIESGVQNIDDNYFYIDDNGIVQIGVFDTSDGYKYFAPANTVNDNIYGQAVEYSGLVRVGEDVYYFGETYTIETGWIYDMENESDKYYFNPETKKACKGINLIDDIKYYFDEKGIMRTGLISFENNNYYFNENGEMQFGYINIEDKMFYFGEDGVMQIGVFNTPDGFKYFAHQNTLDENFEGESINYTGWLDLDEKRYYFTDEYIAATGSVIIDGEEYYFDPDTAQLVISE
# The depositor's hits bear a star.
# Screens in order – BioA inh	TcdB GH inh
CCS(=O)(=O)Nc1ccc2c(c1)C(=O)N(C)[C@H]1CC[C@H](CC(=O)N[C@@H]3CCN(Cc4ccccc4)C3)O[C@@H]1CO2
→ -0.7	-1.2
[N-]=[N+]=NCc1ccccc1C[C@@]1(C(=O)N2CCCCC2)N=C(c2ccc(OCCCO)cc2)O[C@@H]1c1ccccc1
→ -1.1	1.4
C[C@@H]1CCCCO[C@@H](CN(C)C(=O)Cc2ccccc2)[C@@H](C)CN([C@H](C)CO)C(=O)c2cc(NC(=O)c3ccccc3)ccc2O1
→ -2.9	-1.7
C[C@H]1CN([C@@H](C)CO)C(=O)c2cc(NC(=O)C3CCCCC3)ccc2O[C@@H]1CN(C)Cc1ccc(C(=O)O)cc1
→ -1.9	-0.3
C/C=C/c1ccc2c(c1)O[C@@H](CN(C)C)[C@@H](C)CN([C@@H](C)CO)S2(=O)=O
→ 0.2	-0.3
COc1ccc(-c2cnc3c(c2)C(=O)N([C@@H](C)CO)C[C@H](C)[C@@H](CN(C)C(=O)C2CCC2)O3)cc1
→ -2.0	-0.7
COc1cccc(-c2ccc([C@@H]3[C@H](CO)N4CCCCN(S(=O)(=O)c5cccs5)C[C@@H]34)cc2)c1
→ 3.1	-1.8
CCC(=O)N1[C@H](CO)[C@@H](c2ccccc2)[C@@H]1CN(C)C(=O)CN1CCOCC1
→ -2.0	1.2
O=C(C[C@@H]1CC[C@@H]2[C@H](COC[C@H](O)CN2S(=O)(=O)c2ccc(F)cc2)O1)N1CCc2ccccc2C1
→ 1.3	-1.0
CC(=O)N1[C@@H]2Cn3c(ccc(C4=CCCCC4)c3=O)[C@H]1[C@@H](C(=O)NC1CCC1)[C@@H]2CO
→ -0.1	0.3
COCC(=O)N1CCCCN2[C@H](CO)[C@H](c3ccc(C#Cc4cccnc4)cc3)[C@H]2C1
→ -1.2	0.0
CCCNC(=O)C[C@H]1C[C@@H]2c3cc(NS(=O)(=O)c4cccc(OC)c4)ccc3O[C@@H]2[C@H](CO)O1
→ -1.2	-1.6
C[C@@H]1CN([C@H](C)CO)S(=O)(=O)c2ccc(-c3cccc(C#N)c3)cc2O[C@@H]1CN(C)CC1CC1
→ -2.9	0.6
Cc1noc(C)c1S(=O)(=O)N(C)C[C@H]1Oc2ccc(NS(=O)(=O)c3ccccc3)cc2CC(=O)N([C@H](C)CO)C[C@H]1C
→ -1.6	1.1
C[C@H]1CN([C@@H](C)CO)C(=O)Cc2cc(NS(=O)(=O)c3ccc(Cl)cc3)ccc2O[C@@H]1CN(C)Cc1ccc2c(c1)OCO2
→ 0.3	-0.1
CC(C)NC(=O)Nc1ccc2c(c1)C(=O)N([C@@H](C)CO)C[C@H](C)[C@@H](CN(C)Cc1ccc(C(F)(F)F)cc1)OCCCC[C@H](C)O2
→ 2.0	1.4
CCC(=O)N[C@H]1CC[C@@H](CCNC(=O)Nc2ccc(F)cc2)O[C@H]1CO
→ 0.2	1.1
CC(C)NC(=O)N(C)C[C@H]1OCCCC[C@H](C)Oc2ccc(NS(=O)(=O)c3ccc(Cl)cc3)cc2C(=O)N([C@H](C)CO)C[C@H]1C
→ 0.8	-0.1
CNC[C@@H]1Oc2ccc(NC(=O)Cc3ccccc3)cc2CC(=O)N([C@H](C)CO)C[C@@H]1C
→ -2.7	1.2
C[C@H](CO)N1C[C@H](C)[C@H](CN(C)S(=O)(=O)c2cn(C)cn2)Oc2ccc(NC(=O)C3CC3)cc2CC1=O
→ 0.8	-0.8
C[C@@H]1CN([C@@H](C)CO)C(=O)c2cc(NC(=O)Nc3ccc4c(c3)OCO4)ccc2O[C@@H](C)CCCCO[C@@H]1CN(C)Cc1ccc(C(F)(F)F)cc1
→ -2.6	-0.2
O=C(C[C@@H]1CC[C@H]2[C@@H](COC[C@H](O)CN2Cc2cc(F)ccc2F)O1)N1CCc2ccccc2C1
→ 1.0	0.8
COCCNC(=O)C[C@H]1CC[C@H]2[C@@H](COC[C@@H](O)CN2S(=O)(=O)c2ccccc2C)O1
→ 0.2	1.2
C[C@@H]1CCCCO[C@@H](CN(C)Cc2ccc3c(c2)OCO3)[C@H](C)CN([C@H](C)CO)C(=O)c2cc(NC(=O)C3CCCCC3)ccc2O1
→ 0.8	-2.0
COc1cccc(C(=O)N2C[C@@H]3[C@H](c4ccccc42)[C@H](CO)N3C(=O)c2ccc(F)cc2)c1
→ 0.2	-1.1
COc1ccc(NC(=O)N(C)C[C@H]2OCCCC[C@H](C)Oc3ccc(NC(=O)Nc4cccc5ccccc45)cc3C(=O)N([C@@H](C)CO)C[C@H]2C)cc1
→ -3.5	-0.1
CN(C)C(=O)C[C@@H]1C=C[C@@H](NC(=O)NC2CCCC2)[C@H](CO)O1
→ -0.4	-0.6
C[C@@H]1CCCCO[C@H](CN(C)C(=O)c2ccccc2)[C@H](C)CN([C@@H](C)CO)C(=O)c2cc(NC(=O)Cc3ccccc3)ccc2O1
→ 1.3	0.6
CCCNC(=O)C[C@@H]1C[C@@H]2c3cc(NC(=O)NC4CCCCC4)ccc3O[C@@H]2[C@@H](CO)O1
→ 0.9	0.0
CC(C)NC(=O)N1C[C@H]2[C@@H](c3ccccc31)[C@@H](CO)N2Cc1ccccc1
→ 2.5	-0.2

# Continued.
# Screens in order – BioA inh	TcdB GH inh
CN(C)CC(=O)N1[C@@H](C#N)[C@H](c2ccc(-c3cccc(C(=O)N(C)C)c3)cc2)[C@@H]1CO
→ -1.8	0.3
CN(C)CCCNC(=O)C[C@@H]1C=C[C@H](NS(=O)(=O)c2ccccc2)[C@H](CO)O1
→ 2.5	0.0
CC(C)NC(=O)Nc1ccc2c(c1)C(=O)N([C@H](C)CO)C[C@@H](C)[C@H](CN(C)C(=O)CCC(F)(F)F)OCCCC[C@@H](C)O2
→ 0.6	-0.2
CN1C(=O)c2cc(NC(=O)c3cccs3)ccc2OC[C@@H]2O[C@H](CC(=O)N3CCOCC3)CC[C@H]21
→ -0.3	-0.2
C[C@@H]1CN([C@@H](C)CO)C(=O)c2cccc(NS(=O)(=O)c3cn(C)cn3)c2O[C@H]1CN(C)C(=O)Nc1ccccc1
→ 8.3	0.3
COc1cccc(S(=O)(=O)N[C@H]2CC[C@H](CC(=O)NC3CCC3)O[C@H]2CO)c1
→ 0.4	-1.0
CO[C@@H]1CN(C)C(=O)c2ccc(NC(=O)C3CC3)cc2OC[C@H](C)N(CC2CCCC2)C[C@@H]1C
→ 0.2	-0.9
CO[C@@H]1CN(C)C(=O)c2ccc(NS(=O)(=O)c3c(C)noc3C)cc2OC[C@H](C)NC[C@@H]1C
→ -0.8	-0.2
CCS(=O)(=O)Nc1ccc2c(c1)C(=O)N(C)[C@H]1CC[C@H](CC(=O)NCc3ccccc3F)O[C@@H]1CO2
→ -1.4	-0.6
COCCNC(=O)C[C@@H]1CC[C@@H]2[C@H](COc3ccc(NC(=O)C4CCCC4)cc3C(=O)N2C)O1
→ -3.1	1.1
CCCN(C)C[C@@H]1Oc2ncc(-c3cccnc3)cc2C(=O)N([C@@H](C)CO)C[C@@H]1C
→ -3.3	1.0
C[C@H](CO)N1C[C@H](C)[C@@H](CN(C)Cc2ccc(Oc3ccccc3)cc2)Oc2c(NC(=O)c3nc4ccccc4s3)cccc2C1=O
→ -2.7	-0.6
COCC(=O)Nc1ccc2c(c1)OC[C@H](C)NC[C@@H](C)[C@@H](OC)CN(C)C2=O
→ -3.9	1.1
O=C(C[C@H]1C=C[C@@H](NC(=O)Nc2cc(F)ccc2F)[C@H](CO)O1)NCc1ccncn1
→ 3.4	0.5
O=S(=O)(c1ccccc1)N1C[C@@H]2[C@H](c3ccccc31)[C@@H](CO)N2Cc1ccc(F)cc1
→ -2.0	0.0
CO[C@@H]1CN(C)C(=O)c2ccc(NC(=O)c3cnccn3)cc2OC[C@H](C)NC[C@@H]1C
→ 0.8	0.5
CCCNC(=O)N(C)C[C@H]1Oc2cc(C#CCN(C)C)ccc2S(=O)(=O)N([C@H](C)CO)C[C@H]1C
→ 8.9	0.6
C/C=C/c1cnc2c(c1)C(=O)N([C@@H](C)CO)C[C@@H](C)[C@H](CN(C)C(=O)NC1CCCC1)O2
→ 4.3	-3.0
O=C(c1ccccn1)N1C[C@H]2[C@@H](c3ccccc31)[C@H](CO)N2C(=O)C1CC1
→ 2.0	1.2
CCC(=O)N1C[C@@H](C)[C@@H](OC)CN(C)C(=O)c2cc(NC(=O)Nc3cccc(F)c3)ccc2OC[C@@H]1C
→ 3.3	1.5
C[C@@H]1CCCCO[C@H](CN(C)Cc2ccc3c(c2)OCO3)[C@H](C)CN([C@@H](C)CO)C(=O)c2cc(NC(=O)Nc3ccc(F)cc3)ccc2O1
→ 0.5	0.0
C[C@H]1CCCCO[C@@H](CN(C)C)[C@@H](C)CN([C@@H](C)CO)C(=O)c2cc(NC(=O)CCCN(C)C)ccc2O1
→ -3.1	0.4
C[C@H]1CN([C@@H](C)CO)C(=O)c2cccc(NC(=O)c3ccncc3)c2O[C@H]1CN(C)C(=O)Nc1ccc(F)cc1
→ 0.3	1.7
O=C(C[C@H]1C=C[C@H](NS(=O)(=O)c2ccc(F)cc2)[C@H](CO)O1)N1CCC(Cc2ccccc2)CC1
→ 2.6	-0.9
C[C@@H]1CN([C@@H](C)CO)C(=O)Cc2cc(NC(=O)c3ccncc3)ccc2O[C@H]1CN(C)Cc1ccc(Oc2ccccc2)cc1
→ -2.7	-0.3
C[C@H](CO)N1C[C@H](C)[C@@H](CN(C)C(=O)Nc2ccc3c(c2)OCO3)Oc2ccc(N(C)C)cc2C1=O
→ -1.6	-2.1
Cc1ccc(S(=O)(=O)Nc2ccc3c(c2)CC(=O)N([C@@H](C)CO)C[C@H](C)[C@@H](CN(C)Cc2ccncc2)O3)cc1
→ -0.5	1.3
C[C@@H]1CN([C@H](C)CO)C(=O)c2cc(NC(=O)Cc3ccccc3)ccc2O[C@H]1CN(C)C(=O)Nc1ccc2c(c1)OCO2
→ 0.0	-0.6
C[C@@H]1CN([C@H](C)CO)C(=O)c2cc(NC(=O)NC3CCCCC3)ccc2O[C@@H](C)CCCCO[C@H]1CN(C)C(=O)NC1CCCCC1
→ -0.2	0.7
C[C@@H]1CCCCO[C@H](CN(C)C(=O)CCC(F)(F)F)[C@H](C)CN([C@@H](C)CO)C(=O)c2cc(NC(=O)Nc3ccc4c(c3)OCO4)ccc2O1
→ 2.1	0.6

# (list continues)
# Screens in order – BioA inh	TcdB GH inh
C[C@H]1CN([C@@H](C)CO)C(=O)c2c(c3ccccc3n2C)-c2ccccc2CO[C@@H]1CN(C)S(=O)(=O)c1ccccc1
→ 0.5	-0.1
C[C@@H]1CN([C@@H](C)CO)C(=O)c2cccc(NC(=O)NC3CCCCC3)c2O[C@H]1CN(C)S(C)(=O)=O
→ -2.8	0.4
CCCNC(=O)N(C)C[C@H]1Oc2cc(-c3ccc(C)cc3)ccc2S(=O)(=O)N([C@H](C)CO)C[C@@H]1C
→ 2.3	0.0
C[C@H](CO)N1C[C@H](C)[C@@H](CN(C)Cc2ccccc2C(=O)O)Oc2cc(-c3ccc(F)cc3)ccc2S1(=O)=O
→ 1.6	0.7
C[C@H](CO)N1C[C@H](C)[C@@H](CN(C)Cc2ccc(C(F)(F)F)cc2)Oc2c(NC(=O)C3CCOCC3)cccc2C1=O
→ 1.2	0.3
O=C(C[C@H]1C=C[C@@H](NC(=O)C2CCC2)[C@H](CO)O1)NCC1CC1
→ 2.2	1.3
C[C@H]1CN([C@@H](C)CO)C(=O)c2cccc(NS(=O)(=O)c3cccs3)c2O[C@@H]1CN(C)Cc1ccncc1
→ -1.4	0.0
C[C@@H]1CN([C@H](C)CO)C(=O)c2cc(NS(=O)(=O)c3ccccc3)ccc2O[C@@H](C)CCCCO[C@@H]1CN(C)C(=O)C1CCCCC1
→ 5.0	0.4
COc1cccc(S(=O)(=O)N(C)C[C@@H]2Oc3cc(C4=CCCCC4)ccc3S(=O)(=O)N([C@H](C)CO)C[C@@H]2C)c1
→ -0.2	-0.1
COc1ccc(NC(=O)N(C)C[C@H]2Oc3ccc(NC(=O)C4CCCCC4)cc3C(=O)N([C@@H](C)CO)C[C@@H]2C)cc1
→ -1.2	0.3
CN1CCN(C(=O)C[C@H]2CC[C@H]3[C@@H](COC[C@@H](O)CN3S(=O)(=O)c3cccc(Cl)c3)O2)CC1
→ -0.5	-0.9
O=C(C[C@@H]1CC[C@H](NC(=O)C2CCC2)[C@@H](CO)O1)NC1CCC1
→ 1.6	0.7
Cc1ccc(S(=O)(=O)N2CC[C@@H]3[C@H](CO)N(C)c4ccc(-c5ccc(C#N)cc5)cc4[C@@H]32)cc1
→ 2.5	-0.4
C[C@@H]1CN([C@@H](C)CO)C(=O)c2cc(NS(=O)(=O)c3cccs3)ccc2O[C@@H](C)CCCCO[C@H]1CN(C)S(=O)(=O)c1ccc(Cl)cc1
→ -2.3	0.1

# Among those listed so far, three have a cyano group:
# Screens in order – BioA inh	TcdB GH inh
C[C@@H]1CN([C@H](C)CO)S(=O)(=O)c2ccc(-c3cccc(C#N)c3)cc2O[C@@H]1CN(C)CC1CC1
→ -2.9	0.6
CN(C)CC(=O)N1[C@@H](C#N)[C@H](c2ccc(-c3cccc(C(=O)N(C)C)c3)cc2)[C@@H]1CO
→ -1.8	0.3
Cc1ccc(S(=O)(=O)N2CC[C@@H]3[C@H](CO)N(C)c4ccc(-c5ccc(C#N)cc5)cc4[C@@H]32)cc1
→ 2.5	-0.4

# Profiles from above:
# `C[C@H]1CN([C@@H](C)CO)C(=O)c2cccc(NS(=O)(=O)c3cccs3)c2O[C@@H]1CN(C)Cc1ccncc1` reads BioA inh = -1.4; TcdB GH inh = 0.0
# `Cc1ccc(S(=O)(=O)N2CC[C@@H]3[C@H](CO)N(C)c4ccc(-c5ccc(C#N)cc5)cc4[C@@H]32)cc1` reads BioA inh = 2.5; TcdB GH inh = -0.4
# `C[C@H](CO)N1C[C@H](C)[C@@H](CN(C)Cc2ccccc2C(=O)O)Oc2cc(-c3ccc(F)cc3)ccc2S1(=O)=O` reads BioA inh = 1.6; TcdB GH inh = 0.7

# Some of the compounds tested; the hit share may differ from the screen's.
